# Screening data as filed in PubChem.
# NR2E3 ag-1: activates human NR2E3 receptor. Q9Y5X4. CHO-S Gal4-NCOR/VP16-NR2E3 two-hybrid, luciferase. inhibition of corepressor binding, % at 3.98 µM. actives 0.35% (n = 360,000). AID 602229;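 active means inhibition above the mean of all tested compounds plus 3 SD, cut at about 70% in these data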;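 further: 0% = DMSO with NR2E3 transfected cells and 100% = cells lacking NR2E3 construct; higher means lower luciferase signal from less NR2E3 corepressor binding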
# Target sequence (Q9Y5X4 whole entry, looked up, the tested form may be a part): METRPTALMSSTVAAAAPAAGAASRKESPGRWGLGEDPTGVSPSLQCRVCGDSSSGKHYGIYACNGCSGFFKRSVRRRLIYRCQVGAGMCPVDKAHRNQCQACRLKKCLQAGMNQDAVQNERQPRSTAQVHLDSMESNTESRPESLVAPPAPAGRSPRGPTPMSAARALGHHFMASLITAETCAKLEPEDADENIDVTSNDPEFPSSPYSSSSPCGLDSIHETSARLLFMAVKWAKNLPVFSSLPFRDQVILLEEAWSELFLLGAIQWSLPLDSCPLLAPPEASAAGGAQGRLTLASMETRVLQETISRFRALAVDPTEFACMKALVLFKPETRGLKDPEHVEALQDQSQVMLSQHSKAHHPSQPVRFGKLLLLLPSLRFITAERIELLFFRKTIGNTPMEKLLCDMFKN
# hiPSC survival: hiPSC single-cell survival enhancement. actives 0.044% (n = 360,000). AID 602274. survival enhancement, % at 20 µM. ATPlite luminescence; 100% = ROCK inhibitor wells, 0% = DMSO; in the data active means survival enhancement above about 18%;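 further: cells exposed to compounds for 16 hours before the ATP read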
# HIF-2a block: HIF-2a inhibition; 786-0 RCC cells HIF-2a reporter, luciferase luminescence, overnight; inhibition, % at 18.8 µM; actives 0.72% (n = 360,000);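 active means inhibition of the luminescence signal of 40% or more relative to plate controls, in a single-dose primary screen at 18.75 µM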
# NR2E3 ag-2: NR2E3 (human) agonism. GST-NR2E3/biotin-RetCOR TR-FRET, 1536-well. inhibition of corepressor binding, % at 4.78 µM. actives 0.12% (n = 320,000). AID 2300;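 active means percent inhibition above the cutoff of mean plus 3 SD of all tested compounds, set per screening campaign, cut at about 20% in these data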;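 further: 0% = DMSO wells and 100% = biotin wells as full block of FRET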
#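 system = GST-tagged NR2E3 plus biotinylated RetCOR corepressor | input = 1.35 nM GST-NR2E3 | also added = 7 nM biotin-RetCOR | schedule = 5 h incubation at 4 °C | measured by = TR-FRET with europium anti-GST and streptavidin-D2, 340 nm excitation | read-out = percent loss of FRET ratio relative to control wells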
# Cardio protect: modulators protecting cardiomyocytes from myocardial damage. actives 0.63% (n = 360,000). H9c2 cardiomyocytes, H2O2 injury protection, ATPLite, 2 h. AID 588492. protection from H2O2 cell death, % at 20 µM;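 active means compounds giving at least 50% protection of heart cells from peroxide-induced death in the single-dose screen, raw or plate-pattern-corrected value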;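 further: 0% = DMSO wells with peroxide and 100% = DMSO wells without peroxide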
# m5-HT2A agonist: activates the mouse 5-HT2A serotonin receptor; actives 0.66% (n = 360,000); CHO-K1 mHTR2A beta-arrestin complementation, luminescence; percent of 30 µM serotonin response; AID 624169; activation, % at 7.6 µM;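 active means activation above a run cutoff, the mean activation of all tested compounds plus 3 SD, cut at about 14% in these data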;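 further: 0% = plate median of compound wells and 100% = 30 µM serotonin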
# Shn3 inh set2: inhibitors of Schnurri-3 3'UTR reporter in osteoblasts | Clone20 osteoblast Shn3 3'UTR firefly luciferase, 24 h | inhibition, % at 12.5 µM | actives 0.52% (n = 360,000);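 active means mean inhibition of at least 75% with every replicate also reaching 75%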;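 further: 0% = median of neutral control wells and 100% = pilot-screen positive control compound; some compounds past the cut are filed as inactive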
# CaV13 FRET inh: Disruptors of the CACNA1D IQ motif to Ca2+-dependent inactivation inhibitor domain association, primary screening, Förster resonance energy transfer in intact living … | HEK cells, CFP/YFP FRET ICDI-IQ, plate reader, 10 min; percent FRET-ratio fall versus neutral wells | AID 743397 | inhibition, % at 12.3 µM | actives 0.098% (n = 340,000);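 active means mean replicate inhibition of at least 30% and at least 1% of replicates passing that level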;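 further: 0% = median of the neutral control wells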
# PDI inh: blocks human protein disulfide isomerase activity; P07237; PDI insulin aggregation turbidity, A650, 90 min; inhibition, % at 10 µM; actives 0.052% (n = 350,000); AID 588391;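 active means mean inhibition across replicates of 30% or more, whatever share of single replicates reach that level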;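 further: absorbance from insulin aggregation driven by PDI reduction with DTT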
# Target sequence (P07237 whole entry, looked up): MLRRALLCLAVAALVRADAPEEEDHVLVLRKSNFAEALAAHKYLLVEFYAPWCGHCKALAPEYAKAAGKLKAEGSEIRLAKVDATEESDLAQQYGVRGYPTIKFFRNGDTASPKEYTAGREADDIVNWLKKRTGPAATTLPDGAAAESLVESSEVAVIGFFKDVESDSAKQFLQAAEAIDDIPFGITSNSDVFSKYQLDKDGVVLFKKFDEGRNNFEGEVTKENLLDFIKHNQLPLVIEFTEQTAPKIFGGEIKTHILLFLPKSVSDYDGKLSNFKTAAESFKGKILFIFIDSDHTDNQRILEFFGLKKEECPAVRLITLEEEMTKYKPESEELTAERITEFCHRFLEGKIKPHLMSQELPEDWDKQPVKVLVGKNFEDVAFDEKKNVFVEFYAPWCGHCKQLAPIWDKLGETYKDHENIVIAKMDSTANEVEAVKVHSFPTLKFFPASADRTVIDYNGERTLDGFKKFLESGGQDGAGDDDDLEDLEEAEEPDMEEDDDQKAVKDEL
# Peg3 prom inh: reduces Peg3 promoter-driven luciferase expression in HeLa; HeLa PEG-Prom luciferase reporter, luminescence, overnight; inhibition, % at 20 µM; actives 1.7% (n = 360,000);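 active means inhibition of at least 50% at 20 µM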
# MITF TRPM1 inh: inhibitors of MITF-driven TRPM1 promoter in melanoma cells; SK-MEL-5 TRPM1 promoter luciferase, 24 h; inhibition, % at 12.5 µM; actives 0.83% (n = 330,000);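 active means mean inhibition across replicates of 60% or more, whatever share of single replicates reaches that level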; further: values of inactives mirror those of a sister screen read the other way
# Starred values were filed as active, the others as inactive; nt = no result given; & = joins results of further samples.
SMILES,NR2E3 ag-1,hiPSC survival,HIF-2a block,NR2E3 ag-2,Cardio protect,m5-HT2A agonist,Shn3 inh set2,CaV13 FRET inh,PDI inh,Peg3 prom inh,MITF TRPM1 inh
O=C(Cc1ccc(S(=O)(=O)N2CCOCC2)s1)NCC1CCCCC1,12,-4.4,13,0,-5,1,nt,nt,-3,3,2
O=C(CN1CCCCCC1)Nc1cc([N+](=O)[O-])ccc1Cl,-32,-0.4,21,0,-2,-6,-23,-7,8,15,3
CCOC(=O)c1ccc2c(c1)n(CCCS(=O)(=O)[O-])c(/C=C/c1ccc(Cl)cc1)[n+]2CC,8,0.7,8,-5,3,-1,-6,-5,0,8,7
COc1ccc(Cl)cc1NC(=O)CN(C)C(=O)Cc1ccc(-c2ccccc2)cc1,-2,-0.1,-22,1,-12,-3,8,-7,3,3,15
O=C(COC(=O)CNC(=O)C1CCCCC1)Nc1ccc(Br)cc1Br,-24,-0.1,-14,0,-3,-3,-7,-3,-1,-7,-12
Cc1cc(C)cc(OCC(=O)Nc2ccccc2N2CCCCC2)c1,-37,-2.1,-12,3,-30,-2,9,-5,2,26,-5
CC(C)CC(=O)N1CCC(O)(CS(=O)(=O)Cc2ccccc2)CC1,5,0.3,20,0,0,-1,-11,-5,-11,-5,12
CC(C)(Oc1ccc(F)cc1)C(=O)OCC(=O)c1ccc(S(C)(=O)=O)cc1,8,-0.3,6,nt,6,-4,-18,-6,6,0,5
COc1ccc(CNC(=O)Nc2ccc(C)cc2C)cc1,-14,-2.7,-31,-1,-2,0,-16,-7,8,-22,13
COc1ccc(NC(=O)C(Cc2ccccc2)n2cccc2)cc1 (stereo not drawn),-13,-0.1,0,1,3,-1,-12,-15,-2,-4,-3
CN(Cc1nc2ccccc2c(=O)[nH]1)Cc1nc2ccsc2c(=O)[nH]1,0,3.2,23,-2,25,0,9,6,-8,6,7
COC(=O)[C@]1(CC(C)C)N[C@H](c2ccc(-c3ccccc3)cc2)[C@@H]2C(=O)N(C)C(=O)[C@@H]21,-16,-2.3,13,nt,-2,-1,28,-12,-2,8,-2
Cn1c(=O)[nH]c(=O)c2c1nc(CN1CCN(c3ccccc3F)CC1)n2CCCc1ccccc1,26,0.2,-6,5,17,-2,0,nt,8,13,-9
Cc1ccc(S(=O)(=O)Nc2nc(C)c(NC(=O)OCCCl)s2)cc1,-3,-0.2,0,7,0,1,5,-5,-1,-5,-3
CCN(CC(=O)NC1CCS(=O)(=O)C1)S(=O)(=O)c1ccc(Cl)c(C(F)(F)F)c1 (stereo not drawn),-31,0.3,6,nt,0,0,9,-6,1,4,-13
Cc1cc(C)n2nc(C(=O)OCC(=O)NNC(=O)c3ccccc3)nc2n1,-5,0.7,8,2,5,-4,14,-6,-3,3,0
COC(=O)Cc1ccc(OC2(C)CCN(Cc3ccc(-c4ccccn4)cc3)C2)cc1 (stereo not drawn),-14,-2.7,-17,nt,-8,10,58,-6,-1,-7,nt
CCc1ccc(N2CC(C(=O)NCC(C)(C)N3CCOCC3)CC2=O)cc1 (stereo not drawn),9,-0.5,4,1,-10,4,-2,-6,0,0,-2
Cc1cc(OCc2cc(C(=O)N(C)CC3CCOCC3)no2)cc(C)c1Cl,-50,0.6,-144,1,-7,-6,-21,-6,-8,-126,-43
Oc1ccc(-c2csc(Nc3cccnc3)n2)cc1,-21,0.7,-202,2,-4,2,-50,-5,6,-146,-42
O=C(Cn1cncn1)N/N=C/c1cccc(Cl)c1,-24,0.0,18,-1,1,-3,-8,-5,0,8,-2
CCOc1cc(C(c2c(C)[nH][nH]c2=O)c2c(C)[nH][nH]c2=O)cc([N+](=O)[O-])c1O,11,-0.2,3,0,-1,1,-7,-17,2,12,-8
CCN(CC)S(=O)(=O)c1ccc(N2CCOCC2)c(NC(=O)COc2ccccc2)c1,-5,-1.7,9,1,8,-7,17,-7,5,8,-3
COC(=O)c1ccc2[nH]c3c(c2c1)CC(C)CC3 (stereo not drawn),-21,0.1,-155,1,-7,-1,-54,-4,-1,-111,-48
CC(C)NC(=O)CC(=O)N/N=C\c1ccccc1C(=O)O,-38,-0.4,15,1,3,-2,-13,-5,3,10,6
Cc1ccc(S(=O)(=O)N2CCC(C(=O)Nc3ccccc3N3CCCC3)CC2)cc1,10,-0.4,-8,3,-1,5,15,-4,8,14,18
CCN(C(=O)c1cc2c(=O)[nH]c3ccc(C)cc3c2s1)c1ccc(OC)cc1,-7,-0.1,8,4,1,-4,-5,3,-4,-13,-9
O=[N+]([O-])c1cc(C(F)(F)F)ccc1NCCCCNS(=O)(=O)c1ccc2ccccc2c1,-31,-2.6,-3,2,-16,5,45,-8,3,12,6
Cn1c(N)c(-c2nc3cccnc3n2C)sc1=S,-14,2.8,-39,1,-13,-2,-46,-31,-3,-26,5
Cc1cccc(C)c1NC(=O)CN,-13,1.0,14,-2,1,0,-4,-6,4,-3,2

# An excerpt of these results, tab-delimited.
canonical_smiles	NR2E3 ag-1	hiPSC survival	HIF-2a block	NR2E3 ag-2	Cardio protect	m5-HT2A agonist	Shn3 inh set2	CaV13 FRET inh	PDI inh	Peg3 prom inh	MITF TRPM1 inh
Cc1ccc(S(=O)(=O)N2CCC(C(=O)Nc3ccccc3N3CCCC3)CC2)cc1	10	-0.4	-8	3	-1	5	15	-4	8	14	18
CCN(C(=O)c1cc2c(=O)[nH]c3ccc(C)cc3c2s1)c1ccc(OC)cc1	-7	-0.1	8	4	1	-4	-5	3	-4	-13	-9

# (next part)
SMILES,NR2E3 ag-1,hiPSC survival,HIF-2a block,NR2E3 ag-2,Cardio protect,m5-HT2A agonist,Shn3 inh set2,CaV13 FRET inh,PDI inh,Peg3 prom inh,MITF TRPM1 inh
O=C(COc1ccccc1)NCC(c1ccco1)N1CCCCC1 (stereo not drawn),-3,0.3,13,1,-1,-6,-1,-2,2,-11,1
COC(=O)c1ccc(CN2C(=O)NC(Cc3c[nH]c4ccccc34)C2=O)cc1 (stereo not drawn),20,-0.4,-106,0,-10,-3,-13,-3,0,-103,-55
Cc1cc(C)c(OCCNC(=O)c2ccccc2Sc2ccccc2C#N)c(C)c1,-40,-1.0,6,1,-14,-3,66,-5,11,22,8
CCCC(=O)Nc1c(-c2ccccc2)c(=O)c(C)nn1-c1ccc(C)cc1,-5,-0.5,21,0,1,4,-12,-2,6,11,-8
COc1ccccc1NC(=O)c1cc[n+]([O-])cc1,0,1.0,20,1,-1,7,-5,-1,1,10,-3
Cc1c(Cl)cccc1NC(=O)CCC(=O)NNC(=O)c1ccco1,7,-0.1,-9,0,0,4,-8,-2,-1,-4,1
CCn1cc(S(=O)(=O)Nc2cc(F)ccc2C)cn1,-14,-0.1,23,1,2,2,-9,-6,-1,-3,7
Cc1ccc2c(c1C)NC(C(=O)O)C1CC=CC21 (stereo not drawn),7,0.5,2,4,-2,3,13&19,nt,-3,16,8
CCN1CCSc2ccc(C(=O)NCc3ccccc3F)cc21,4,-1.6,-33,5,10,-5,-10,-7,nt,10,-2
O=C(Nc1cc(C(F)(F)F)ccc1N1CCOCC1)C1CCCO1 (stereo not drawn),7,-0.5,12,nt,2,12,1,-2,13,4,6
O=C(CN1C(=O)C2C3C=CC(C3)C2C1=O)N1CCc2ccccc2C1 (stereo not drawn),-33,1.9,-23,-1,-1,1,-5,-4,0,-15,-9
Cc1cc(C(=O)NNc2ccc(C(C)C)cc2)n(C(C)(C)C)n1,-27,-0.5,4,-1,5,-4,6,-5,10,0,2
CCOc1ccc(CC(=O)Nc2cccc(-c3ccc4nnc(C)n4n3)c2)cc1,10,0.8,-95,-1,7,-6,0,-7,-1,-17,-1
CC(=O)Nc1ccc(NC(=O)CSc2nncn2C)cc1,-34,0.4,23,-1,8,0,8,-4,8,-2,-19
Cc1occc1-c1nnc(SCC(=O)NC2CC2)n1C,-42,0.1,13,-1,6,-1,5,-5,-1,14,13
CC1CCCC(NC(=O)COC(=O)c2n[nH]c3ccccc23)C1C (stereo not drawn),8,1.5,12,nt,-1,-7,11,-6,28,-1,0
Cc1ccc(C(=O)Nc2ccc(N3CCN(C(=O)c4ccco4)CC3)cc2)c(Cl)c1,-20,0.2,-41,-1,-1,5,-29,-7,1,-7,4
O=C(COc1ccc(Cl)cc1Cl)OCn1nnc2ccccc2c1=O,-13,-1.7,-8,-2,2,2,4,-3,1,-26,1

# Structures shown so far with four or more nitrogen atoms (10):
SMILES,NR2E3 ag-1,hiPSC survival,HIF-2a block,NR2E3 ag-2,Cardio protect,m5-HT2A agonist,Shn3 inh set2,CaV13 FRET inh,PDI inh,Peg3 prom inh,MITF TRPM1 inh
CN(Cc1nc2ccccc2c(=O)[nH]1)Cc1nc2ccsc2c(=O)[nH]1,0,3.2,23,-2,25,0,9,6,-8,6,7
Cn1c(=O)[nH]c(=O)c2c1nc(CN1CCN(c3ccccc3F)CC1)n2CCCc1ccccc1,26,0.2,-6,5,17,-2,0,nt,8,13,-9
Cc1cc(C)n2nc(C(=O)OCC(=O)NNC(=O)c3ccccc3)nc2n1,-5,0.7,8,2,5,-4,14,-6,-3,3,0
O=C(Cn1cncn1)N/N=C/c1cccc(Cl)c1,-24,0.0,18,-1,1,-3,-8,-5,0,8,-2
CCOc1cc(C(c2c(C)[nH][nH]c2=O)c2c(C)[nH][nH]c2=O)cc([N+](=O)[O-])c1O,11,-0.2,3,0,-1,1,-7,-17,2,12,-8
Cn1c(N)c(-c2nc3cccnc3n2C)sc1=S,-14,2.8,-39,1,-13,-2,-46,-31,-3,-26,5
Cc1cc(C(=O)NNc2ccc(C(C)C)cc2)n(C(C)(C)C)n1,-27,-0.5,4,-1,5,-4,6,-5,10,0,2
CCOc1ccc(CC(=O)Nc2cccc(-c3ccc4nnc(C)n4n3)c2)cc1,10,0.8,-95,-1,7,-6,0,-7,-1,-17,-1
CC(=O)Nc1ccc(NC(=O)CSc2nncn2C)cc1,-34,0.4,23,-1,8,0,8,-4,8,-2,-19
Cc1occc1-c1nnc(SCC(=O)NC2CC2)n1C,-42,0.1,13,-1,6,-1,5,-5,-1,14,13
